# Screens from PubChem BioAssay.
# EBNA-1 inh = blocks EBNA-1 binding to DNA. inhibition, % at 14.8 µM. hit rate 0.34% among 300,000. AID 1950. EBNA-1 DNA binding, fluorescence polarization; in the data active = inhibition above about 28%
# LYPLA2 counter = blocks human lysophospholipase 2, a PME1 counter-screen | recombinant LYPLA2, FP-Rh probe fluorescence polarization | hit rate 0.38% among 320,000 | inhibition, % at 5.9 µM | AID 2177 | O95372;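 active = inhibition above the screen-wide mean plus 3 SD, limit set per campaign, cut at about 26% in these data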;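 also: 0% = LYPLA2 with DMSO and 100% = wells lacking LYPLA2 enzyme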
# Target sequence (O95372 whole entry, looked up): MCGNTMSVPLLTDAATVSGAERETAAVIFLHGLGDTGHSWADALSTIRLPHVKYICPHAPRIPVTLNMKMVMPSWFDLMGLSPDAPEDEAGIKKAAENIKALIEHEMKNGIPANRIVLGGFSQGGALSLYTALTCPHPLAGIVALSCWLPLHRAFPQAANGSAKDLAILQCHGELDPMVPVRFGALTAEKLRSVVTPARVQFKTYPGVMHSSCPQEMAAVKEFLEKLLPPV
# PAD4 FP inh = PAD4 (human) enzyme inhibition; recombinant PAD4, RCA probe fluorescence polarization; inhibition, % at 6.36 µM; hit rate 0.41% among 330,000; Q9UM07;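 active = percent inhibition above a cutoff equal to the mean of all tested compounds plus 3 SD, cut at about 15% in these data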;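 also: 0% = PAD4 with RCA probe and DMSO and 100% = probe without PAD4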
# Target sequence (Q9UM07 whole entry, looked up): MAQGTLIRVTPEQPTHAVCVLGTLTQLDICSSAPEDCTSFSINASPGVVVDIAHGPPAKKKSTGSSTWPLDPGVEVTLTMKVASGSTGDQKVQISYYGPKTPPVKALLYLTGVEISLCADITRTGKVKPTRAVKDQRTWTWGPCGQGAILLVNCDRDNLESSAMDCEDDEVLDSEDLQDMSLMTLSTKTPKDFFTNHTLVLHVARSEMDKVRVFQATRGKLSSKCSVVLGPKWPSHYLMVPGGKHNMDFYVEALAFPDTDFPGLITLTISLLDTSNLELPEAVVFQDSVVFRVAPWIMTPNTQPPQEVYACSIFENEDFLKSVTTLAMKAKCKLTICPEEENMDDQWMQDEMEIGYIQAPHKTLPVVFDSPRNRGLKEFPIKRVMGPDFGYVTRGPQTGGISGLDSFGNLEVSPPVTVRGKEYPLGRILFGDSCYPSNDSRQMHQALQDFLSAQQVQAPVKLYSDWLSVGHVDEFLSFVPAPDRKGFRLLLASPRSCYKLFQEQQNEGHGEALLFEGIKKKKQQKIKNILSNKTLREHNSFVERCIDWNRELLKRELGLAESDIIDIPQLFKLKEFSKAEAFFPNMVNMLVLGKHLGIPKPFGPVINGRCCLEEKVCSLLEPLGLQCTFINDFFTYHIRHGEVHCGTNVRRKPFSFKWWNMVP
# LYPLA1 counter = counter-screen for PME1 inhibitors: inhibitors of human LYPLA1. O75608. recombinant LYPLA1, FP-Rh probe fluorescence polarization. inhibition, % at 5.9 µM. hit rate 0.16% among 320,000. AID 2174;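 active = inhibition above the mean of all tested compounds plus 3 SD, set per campaign, cut at about 14% in these data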;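 also: inhibitors block serine hydrolase probe labeling of LYPLA1 so polarization falls; 0% = enzyme with DMSO and 100% = wells lacking LYPLA1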
# GSTO1 inh = GSTO1 inhibition, counter-screen for RBBP9 inhibitors. P78417. recombinant GSTO1, activity-based probe fluorescence polarization. inhibition, % at 5.96 µM. hit rate 1.1% among 300,000;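 active = inhibition above the campaign mean inhibition plus 3 SD, cut at about 35% in these data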;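 also: 0% = GSTO1-1 with DMSO and 100% = wells lacking GSTO1-1 enzyme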
# PREPL inhibitor = inhibitors of human prolyl oligopeptidase-like enzyme PREPL | inhibition, % at 5.96 µM | hit rate 0.68% among 320,000 | recombinant PREPL, fluorescence polarization activity-based probe; in the data active = inhibition above about 43%;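 also: 0% = enzyme with DMSO and 100% = wells lacking enzyme; many of its hits are not listed in these tables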
# ZTA DNA inh = blocks Epstein-Barr virus ZTA, an EBNA-1 counter-screen; ZTA-DNA binding, fluorescence polarization; AID 2234; hit rate 0.15% among 320,000; P03206; inhibition, % at 11 µM; in the data active = inhibition above about 33%
# PAFAH2 FP inh = inhibitors of human PAFAH2. recombinant PAFAH2, FP-rhodamine activity probe, fluorescence polarization. inhibition, % at 3.39 µM. hit rate 0.99% among 340,000. Q99487;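 active = inhibition above the mean over all tested compounds plus 3 SD, cut at about 30% in these data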;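 also: inhibitors block probe labeling of enzyme so polarization drops; 0% = enzyme with DMSO and 100% = wells lacking PAFAH2 protein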
# PAFAH1B3 FP inh = PAFAH1B3 (human) inhibition | Q15102 | recombinant PAFAH1B3, FP-rhodamine probe, fluorescence polarization | inhibition, % at 3.39 µM | hit rate 0.28% among 340,000 | AID 492972;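 active = inhibition above the screen-wide average of all tested compounds plus 3 SD, cut at about 25% in these data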;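 also: 0% = enzyme with DMSO only and 100% = wells lacking PAFAH1B3 protein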
# Numbers without * were called inactive; x = no result given. Not all compounds are listed, so the mix of outcomes need not match the whole.
SMILES,EBNA-1 inh,LYPLA2 counter,PAD4 FP inh,LYPLA1 counter,GSTO1 inh,PREPL inhibitor,ZTA DNA inh,PAFAH2 FP inh,PAFAH1B3 FP inh
Cc1cc(NC(=O)CSc2ccc(Cl)cc2)no1,-1.6,6.4,-0.5,1.0,-0.8,-3.4,-12.3,-1.2,0.8
C[n+]1cn(Cc2ccc(C#N)cc2)c2ccccc21,4.4,-0.4,-0.5,1.5,-4.0,24.6,-3.7,4.5,8.7
CC1CC(C)CN(Cc2nc(N)nc(Nc3ccc4ccccc4c3)n2)C1 (stereo not drawn),-2.4,-0.3,3.6,0.4,-3.6,38.9,-9.3,5.1,2.8
O=C(NC1CCCCC1)C1CCN(c2nccs2)CC1,8.2,7.2,0.1,1.4,-4.3,5.7,5.7,4.9,9.3
COc1cccc(OC)c1C(=O)Nc1ccccc1NC(=O)c1c(OC)cccc1OC,-17.6,-2.6,-0.1,1.1,-0.4,6.4,-8.2,8.4,12.8
COc1ccc(C(CNC(=O)CNC(=O)c2ccccc2Cl)N2CCCC2)cc1 (stereo not drawn),5.4,1.7,5.8,-1.9,1.1,12.6,9.1,3.3,6.2
C1=CCC(CN2CCN(C3CCCCCC3)CC2)CC1 (stereo not drawn),1.4,-1.8,1.6,3.1,3.8,-6.9,7.3,-0.5,5.4
CCOCCCNC(=O)C1CCN(S(=O)(=O)c2ccc3nc4c(c(C(=O)O)c3c2)CCCCC4)CC1,1.1,-1.9,3.9,-1.7,-5.6,-4.1,5.6,1.8,7.9
Cc1ccc(C(c2nnnn2CCc2ccccc2)N2CCC(C)CC2)cc1 (stereo not drawn),-6.8,0.4,1.2,-1.3,-3.5,-4.7,-0.2,3.6,-1.1
N#Cc1ccc(C(=O)Nc2ccc([N+](=O)[O-])cc2)c(F)c1,-0.6,5.0,-5.4,2.8,-2.5,-10.5,8.0,0.2,0.8

# Some of the entries so far, with bars between the fields:
Molecule | EBNA-1 inh | LYPLA2 counter | PAD4 FP inh | LYPLA1 counter | GSTO1 inh | PREPL inhibitor | ZTA DNA inh | PAFAH2 FP inh | PAFAH1B3 FP inh
C1=CCC(CN2CCN(C3CCCCCC3)CC2)CC1 (stereo not drawn) | 1.4 | -1.8 | 1.6 | 3.1 | 3.8 | -6.9 | 7.3 | -0.5 | 5.4
CCOCCCNC(=O)C1CCN(S(=O)(=O)c2ccc3nc4c(c(C(=O)O)c3c2)CCCCC4)CC1 | 1.1 | -1.9 | 3.9 | -1.7 | -5.6 | -4.1 | 5.6 | 1.8 | 7.9
Cc1ccc(C(c2nnnn2CCc2ccccc2)N2CCC(C)CC2)cc1 (stereo not drawn) | -6.8 | 0.4 | 1.2 | -1.3 | -3.5 | -4.7 | -0.2 | 3.6 | -1.1
N#Cc1ccc(C(=O)Nc2ccc([N+](=O)[O-])cc2)c(F)c1 | -0.6 | 5.0 | -5.4 | 2.8 | -2.5 | -10.5 | 8.0 | 0.2 | 0.8

# Additional records follow.
SMILES,EBNA-1 inh,LYPLA2 counter,PAD4 FP inh,LYPLA1 counter,GSTO1 inh,PREPL inhibitor,ZTA DNA inh,PAFAH2 FP inh,PAFAH1B3 FP inh
Cc1ccc(NC(=O)CSc2nncn2N)cc1C,-2.4,1.9,0.6,1.1,5.7,-2.4,-10.3,5.9,3.6
CCN1C(=O)N(c2cccc3ccccc23)C(C)=CC1(C)C,4.6,3.4,0.1,-0.1,1.0,-2.3,-2.4,3.1,-0.1
CCCCCCC(=O)N1C/C=C\C(c2ccc(OC)cc2)N(Cc2ccc(F)cc2)C(=O)[C@H]1Cc1ccccc1 (stereo partly drawn),17.3,-1.9,4.0,-2.9,8.9,47.5*,5.2,x,x
CCOCC(=O)Nc1nnc(Cc2ccc(OC)cc2)s1,-3.0,5.4,0.1,-3.6,39.3*,10.3,-7.4,-4.1,0.9
CCCCC(=O)Nc1cc(C)c(NC(=O)c2ccco2)cn1,6.9,3.9,-0.3,-0.2,0.7,7.7,1.8,-1.0,10.2
O=C(O)CNC(=O)c1nc(-c2ccccc2)n(-c2ccccc2)n1,-4.2,-1.3,-4.1,2.7,-4.6,2.9,10.3,1.4,0.2
O=C(CCc1ccc(S(=O)(=O)N2CCOCC2)cc1)N1CCN(Cc2ccc3c(c2)OCO3)CC1,-2.3,-0.6,-1.6,-3.5,4.0,22.0,-5.5,3.3,5.2
CS(=O)(=O)N1CCc2cc(S(=O)(=O)Nc3ccc4oc5c(c4c3)CCCC5)ccc21,1.1,-37.7,0.4,-20.2,1.1,-49.4,4.8,-0.2,3.4
Cc1ccnc(NC(=O)c2ccccc2NC(=O)c2ccc(Cl)cc2Cl)c1,9.8,-0.4,1.2,-2.5,2.9,12.5,-11.3,13.2,3.4
O=C(Nc1ccc(N2CCN(C(=O)c3cccs3)CC2)c(Cl)c1)c1cccnc1,-5.1,23.5,0.4,1.9,-1.1,10.4,8.3,-5.3,-2.9
CSc1ncccc1C(=O)OCC(=O)Nc1nc(C)c(Cl)cc1Cl,x,x,-4.0,x,x,5.3,x,2.4,6.0
O=C(O)CCC1(CCC(=O)O)c2ccccc2-c2ccccc21,-1.6,5.5,0.9,0.3,1.4,-9.6,-3.2,3.0,8.1
CC(C)C(O)C1CCN(Cc2nc(-c3cccs3)no2)CC1 (stereo not drawn),2.4,5.8,3.3,-1.7,1.6,15.4,4.2,2.2,3.4
O=C(Cn1nnc(-c2ccc(F)cc2)n1)Nc1cccc(S(=O)(=O)N2CCCC2)c1,x,-28.0,3.0,-12.0,x,14.2,6.1,-0.6,-4.8
O=C(c1ccccc1)c1nnc(-c2ccncc2)o1,-7.6,1.2,1.0,1.0,-4.9,-10.2,-9.8,-46.4,6.9
Cc1cccc(-c2noc(C(C)NC(=O)c3ccco3)n2)c1 (stereo not drawn),-14.7,-1.7,0.5,2.5,0.1,14.7,-12.3,-3.7,-2.1
Cc1ccccc1S(=O)(=O)NCc1cccnc1,-2.1,-3.3,-6.3,-0.7,1.9,8.5,0.2,-1.5,9.9
Cc1ccnc(NS(=O)(=O)c2ccc(NC(=O)C3CCCNC3=O)cc2)n1 (stereo not drawn),-0.9,7.9,-0.7,4.3,6.1,0.8,7.9,-5.7,-8.5
CC(C1CC2CCC1C2)n1c(COc2ccccc2F)nnc1SCC(N)=O (stereo not drawn),3.3,3.5,-5.4,-0.1,8.8,-15.8,7.6,-3.8,3.0
COc1cc(C(=O)OCC(=O)NC(=O)NCc2ccccc2)ccc1OC(F)F,x,3.0,-4.0,-2.5,x,-1.2,19.6,2.9,4.1
Cc1ccccc1OCc1nc2ccccc2[nH]1,-3.9,-3.4,-0.8,-0.2,0.5,-31.2,9.6,9.1,9.6
c1ccc(CN(Cc2ccccc2)c2c3c(nc4ncnn24)CCC3)cc1,1.3,6.4,4.5,-0.6,0.7,6.1,-29.4,-0.4,3.7
C=CCSC1=C(C#N)C(c2cc(Br)c(O)c(OC)c2)CC(=O)N1 (stereo not drawn),2.9,0.2,-4.0,-3.8,-6.8,0.3,-2.9,-0.9,7.2
Cc1ccc(NC(=O)c2ccc(Br)o2)cc1S(=O)(=O)N(C)C,5.7,-1.4,-3.0,0.7,-7.5,4.9,12.6,4.5,3.0
CCOc1ccc(N(CC(=O)NCCSCc2ccc(C)cc2)S(C)(=O)=O)cc1,3.4,-3.6,3.0,-3.8,8.6,-4.0,1.6,3.6,5.1
CCn1cc(C(=O)N[C@@H](C)C(=O)NCCO)c(=O)c2cc3c(cc21)OCO3,-16.6,3.4,0.3,-1.3,4.5,7.8,-2.0,5.2,1.5
Cc1ccc2c(c1)N(C(=O)CCC(=O)NCc1cccc(F)c1)CCO2,1.1,-0.5,1.0,-2.8,4.7,3.2,-2.3,1.0,-0.9
COc1ccc(OCCSc2nc3nc(C)cc(C)n3n2)cc1,-7.1,4.1,-3.5,3.0,-6.5,3.7,-17.6,-1.1,-11.1
Cc1ccc(NC(=O)CN2CCCC2c2cccn2C)cc1C (stereo not drawn),x,x,-5.3,x,x,18.6,x,3.9,2.0
CCCS(=O)(=O)NCc1cn2c(C)csc2n1,8.7,0.2,4.7,-1.9,-1.2,8.7,17.6,1.8,-0.4
CC(C)C(=O)Nc1ccc(C(=O)NNC(=S)NC(=O)c2cccs2)cc1,2.3,9.7,0.8,2.5,-0.1,6.6,11.2,8.4,-2.3
CCC(=O)Oc1ccc2c(C)cc(=O)oc2c1C(=O)c1ccccc1,-2.3,3.5,3.2,2.4,-2.2,5.1,-4.4,1.4,3.4
COc1ccc(NC(=O)CN2C(=O)NC3(CCCC3)C2=O)c(OC)c1,12.9,1.8,-2.2,-1.1,-1.5,2.2,-4.5,-3.8,-2.6
COc1cccc(C(=O)Nc2cc(C)c3c(=O)oc4ccccc4c3n2)c1,6.3,-8.1,0.1,-6.2,4.2,-5.8,6.2,-11.5,-4.6
CCCCCCCC(=O)Nc1cc(C(=O)NCc2ccc(C)cc2)ccc1N1CCC2(CC1)CC(c1cccc(Br)c1)=NO2,-3.2,-2.8,0.5,0.5,5.3,-10.4,19.3,5.4,0.8
COc1cccc(NC(=O)CSc2nncn2N)c1,4.4,8.2,0.3,0.7,1.5,-0.6,4.8,3.9,2.2
Cn1c(Cn2nnc3ccccc32)nnc1SCC(=O)Nc1nccs1,-9.7,-3.8,-5.4,-2.1,-2.1,7.9,5.3,-5.9,-5.1
CCOC(=O)c1cccc(NC(=O)CSc2nnc(-c3ccoc3C)n2CC)c1,-3.2,5.3,-2.7,3.1,1.1,-3.6,2.9,3.5,4.0
Cc1ccc2occ(/C=N/NC(=O)c3ccccc3O)c(=O)c2c1,6.4,4.9,-5.5,0.7,30.1,1.8,-1.2,7.3,14.9
CCOc1ccc2oc(-c3ccccc3)c(C(=O)N(C)C)c2c1,8.2,4.9,-1.4,-0.2,3.3,24.6,-12.7,-3.9,-0.5
CCN(C(=O)COC(=O)c1c(-c2ccccc2)noc1C)c1c(N)n(Cc2ccccc2)c(=O)[nH]c1=O,-6.0,-5.0,0.6,0.7,4.7,2.5,-7.1,-4.2,-0.1
COc1ccc(Oc2ccc(C(F)(F)F)cc2N)cc1,7.4,-2.3,-0.2,-3.3,6.3,5.7,2.9,1.5,14.7
COc1cccc(-c2nc(-c3ccc4c(c3)NC(=O)CO4)cs2)c1,14.3,-6.8,-2.4,-4.7,3.2,17.3,11.9,-2.1,-1.4
O=C(Cn1ncc2c([nH]c3ccccc32)c1=O)Nc1cccnc1,11.2,-3.6,-1.1,-2.9,4.8,-3.7,5.6,-4.4,4.0
Cc1csc(NC(=O)[C@@H]2CCCN2C(=O)c2cccs2)n1,3.4,2.0,-1.1,-0.8,-1.6,-3.5,0.7,-3.1,2.9
CSc1ccc(CN2CCC(CO)(CCOc3ccccc3)CC2)cc1,-0.8,9.0,3.4,6.1,3.4,-7.1,1.1,-6.8,7.9
COc1cccc(C2C(C(=O)Nc3cccnc3)=C(C)Nc3nnnn32)c1OC (stereo not drawn),0.1,1.4,-0.3,-0.1,3.9,-9.6,-9.0,-2.2,4.3
O=C(CCc1c[nH]c2ccccc12)NC(Cc1c[nH]c2ccccc12)C(=O)O (stereo not drawn),-14.8,1.4,-3.7,0.0,-0.1,9.6,-6.1,0.0,7.8
O=C(NN1C(=O)c2ccccc2NC1c1ccco1)c1ccc(Br)cc1 (stereo not drawn),3.1,2.7,-2.2,-2.3,16.3,7.3,-8.1,5.8,-3.8
Nc1nc(=S)c2ncn([C@@H]3O[C@H](CO)[C@@H](O)[C@H]3O)c2[nH]1,-2.7,-4.9,3.0,-1.3,2.7,-1.8,16.6,2.1,-2.3
O=S(=O)(Cc1cc(Cl)nc(-c2ccncc2)n1)c1ccccc1,-2.9,0.1,-2.2,2.1,-11.8,-11.0,-21.2,-1.9,1.5
CN(C)/C=N/c1nc(-c2ccc3c(c2)OCO3)cs1,14.3,-4.8,-1.1,-2.8,3.3,-1.1,18.2,11.3,-2.3
